Source: PubChem BioAssay
K1F lysis inhibition = inhibition of K1F phage lysis, E. coli UTI89, bacterial capsule biogenesis inhibitors, alamar blue (AID 488966); hit rate 0.02% among 340,000; inhibition, % at 100 µM, or IC50 in µM where a hit was titrated; E. coli UTI89 K1F phage lysis, alamar blue, 2 h; higher % means a stronger effect;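 active means phage lysis inhibition, versus mean bacterial control, above a set limit; inconclusive means no clear call, values can overlap the other calls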;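 further: capsule biogenesis inhibitors block K1F phage lysis so surviving cells raise fluorescence; higher fluorescence means more inhibition of phage lysis; actives were called in the ten point dose series up to 300 µM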
WT yeast gro inh = growth inhibition of WT yeast, mitochondrial fusion screen; mitochondrial fusion phenotypic screen, WT strain; inhibition, % at 10 µM; hit rate 2.1% among 190,000; AID 1362; in the data active means inhibition above about 58%; tested in S. cerevisiae
ER stress rescue = rescue of cells from ER stress-induced death, primary screen, 384-well, CSM14.1, thapsigargin, ATP luminescence (AID 1222); 190,000 tested, under 10 active; CSM14.1 thapsigargin-induced death rescue, ATP luminescence; higher % means a stronger effect; one-dose cellular ATP content (survival), % at 20 µM; EC50 in µM for titrated hits;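 active means EC50 below 50 µM in the dose-response confirmation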;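 further: death triggered by thapsigargin at about 15 µM added after 2 h compound pretreatment; cell ATP read after overnight thapsigargin exposure of roughly 18 to 22 hours; normalized against plate controls of thapsigargin alone and 5% DMSO vehicle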
Dengue-2 NS5 capping = flavivirus cap methylation enzyme inhibition – biochemical, confirmation dose response, primary screen (AID 588689); Dengue-2 NS5 methyltransferase capping enzyme assay, biochemical; higher % means a stronger effect; inhibition, % at 25 µM, or IC50 in µM where a hit was titrated; hit rate 0.3% among 340,000; in the data active means a potency from the dose series; inconclusive means inhibition above about 29% without an active follow-up result
Yfh1-depleted yeast = mitochondrial function rescue without frataxin homolog – Friedreich's ataxia, plus single-dose screen, dose response (AID 1465); hit rate 0.074% among 220,000; S. cerevisiae Yfh1-off respiration, WST-1 reduction, 72 h; higher fold induction means a stronger effect; fold induction at 50 µM, or EC50 in µM where a hit was titrated;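 active means fold induction of absorbance versus untreated yeast above a set limit, then at least 30% activation at any dose in follow-up; inconclusive means repeats straddling the limit, or above it without dose testing; inactive means fold induction below the set limit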;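 further: activators that raise dye reduction in frataxin-depleted yeast; strong numbers were not always called active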
XIAP antagonists = XIAP antagonists, biochemical, IAP family, fluorescence polarization (AID 1018) | one-dose displacement, % at 20 µM; IC50 in µM for titrated hits | hit rate 0.007% among 200,000 | XIAP BIR domain, fluorescence polarization peptide displacement; higher % means a stronger effect; in the data active means displacement above about 50%; further: a part of the inactive calls stands beside numbers as strong as those of hits
RSV antiviral HEp-2 = RSV antiviral activity via CPE protection, HEp-2 cells, primary 10 µM value included (AID 2391); HEp-2 cells, RSV-induced CPE inhibition; higher % means a stronger effect; one-dose CPE inhibition, % at 10 µM; IC50 in µM for titrated hits; hit rate 0.13% among 310,000; in the data active means a potency from the dose series; inconclusive means CPE inhibition mostly from about 23% at the one dose, without a potency; inactive means the rest, 99 in 100 with CPE inhibition below about 21%; further: strong numbers were not always called active
West Nile virus CPE = West Nile virus antiviral activity, cell-based, CPE readout (AID 1621). West Nile virus-infected cells, CPE inhibition; higher % means a stronger effect. one-dose CPE inhibition, % at 10 µM; IC50 in µM for titrated hits. hit rate 0.02% among 290,000; in the data active means a potency from the dose series; inconclusive means CPE inhibition mostly from about 3.7% at the one dose, without a potency; inactive means the rest, 99 in 100 with CPE inhibition below about 2.2%; further: strong numbers were not always called active
Large T inhibition = TAg ATPase/helicase activity blockers – biochemical (AID 1903); hit rate 0.39% among 310,000; SV40 large T antigen ATPase/helicase inhibition assay; higher % means a stronger effect; inhibition, % at 20 µM, or IC50 in µM where a hit was titrated; in the data active means a potency from the dose series; inconclusive means inhibition mostly from about 32% at the one dose, without a potency; inactive means the rest, 99 in 100 with inhibition below about 32%; further: strong numbers were not always called active
WT yeast gro inh mutant strain = also measured in WT yeast gro inh; calls as there; inhibition, %; mitochondrial fusion phenotypic screen, mutant strain inhibition
Dengue-2 NS5 capping pilot replicate = further read-out of Dengue-2 NS5 capping, marked with its call; inhibition, %; measured here: pilot screen replicate inhibition
Numbers without * were called inactive; i = inactive; ? = inconclusive; / = no result given; [ ] = dose if it differs, or a comment.

SMILES | K1F lysis inhibition | WT yeast gro inh | WT yeast gro inh mutant strain | ER stress rescue | Dengue-2 NS5 capping | Yfh1-depleted yeast | XIAP antagonists | RSV antiviral HEp-2 | West Nile virus CPE | Large T inhibition | others
CC1=CC(C)(C)N(C(=O)CCl)c2ccccc21 | 0.2% | -14 | -5 | -2.0% | / | i | -4.7% | -0.9% | -0.1% | 7%
O=C(O)CN1C(=O)C2C3CC(C2C1=O)C1C(c2ccc(Cl)cc2)c2sc(=O)[nH]c2SC31 (stereo unspecified) | 0.1% | -6 | -12 | 0.9% | 8% | i | -4.6% | 0.8% | 0.2% | 14%
CCN1CCC(Nc2ccnc3cc(Cl)ccc23)CC1 | 0.3% | / | / | / | -10% | i | / | -2.6% | 3.2% | 5%
O=C(COC(=O)CCC(=O)c1ccc(Cl)cc1)NCc1ccco1 | -0.9% | -7 | 3 | -2.6% | -12% | i | -10% | -0.2% | 0.0% | 8%
Cc1ccc(C)c(NS(=O)(=O)c2cc(C(=O)Nc3ccccc3-c3ccccc3)ccc2C)c1 | 11% | 40 | 1 | -0.1% | -2% | i | -0.8% | 0.2% | 0.6% | 12%
Cc1nonc1CC(=O)NC1CCCc2c1cnn2-c1ccc(F)cc1F (stereo unspecified) | 0.1% | / | / | / | -10% | / | / | 3.4% | -0.9% | 7%
O=C(CSc1nc2ccccc2[nH]1)N/N=C/C=C/c1ccccc1[N+](=O)[O-] | 6.2% | 4 | 16 | -3.3% | 4% | i | -20% | 2.7% | -0.6% | 15%
c1ccc(SCCOCCN2CCc3ccccc3C2)cc1 | 0.2% | 12 | 23 | -1.0% | -2% | i | -7.5% | -0.8% | -1.1% | 4%
Cn1cc(CCC(=O)N2CCCC(C(=O)c3cccc4ccccc34)C2)cn1 (stereo unspecified) | -2.0% | 14 | 6 | 2.1% | 1% | i | -1.8% | 2.5% | -1.9% | 2%
CC(=O)Nc1ccc(-n2nnnc2SCC(=O)NCc2cccs2)cc1 | 0.5% | 4 | -6 | -0.2% | -6% | i | -7.4% | 0.3% | 0.5% | -3%
Cc1cccn2c(CNCC3OCCc4ccccc43)c(C(=O)N3CCCCC3)nc12 (stereo unspecified) | -0.1% | 9 | 5 | -0.8% | -4% | i | -6.1% | 0.8% | -0.7% | 4%
CN(CCOCCOc1ccc(F)cc1)Cc1ccccc1 | 0.0% | / | / | / | -9% | / | / | -1.0% | -0.6% | 26%
C=CCN(CC=C)CCOc1ccc2ccccc2c1 | 0.4% | 6 | 22 | -1.8% | 0% | i | -1.8% | 6.1% | -0.6% | 15%
O=C(Nc1ccc(S(=O)(=O)Nc2nccs2)cc1)c1ccc(F)c(S(=O)(=O)N2CCOCC2)c1 | 1.2%[50 µM] | -28 | 9 | 3.2% | -12% | i | -3.2% | -0.3% | 0.2% | 16%
O=C(/C=C/c1ccccc1)NC(=S)Nc1ccc(CN2CCOCC2)cc1 | -0.1% | 2 | 7 | 18% | 7% | i | -5.2% | 1.4% | -0.4% | 3%
O=C(O)CCc1ccc(-c2ccc(F)cc2)n1Cc1ccco1 | -0.1% | 63* | 3.6* | -0.6% | 1% | i | -7.9% | -0.8% | 0.1% | 13%
Cn1c2ccccc2c2cc(/C=N/NC(=O)c3ccccc3F)ccc21 | -0.2%[50 µM] | / | / | / | 11% | / | / | -0.7% | -0.8% | -6%
N#CC(C(=O)C12CC3CC(CC(C3)C1)C2)c1nc2ccccc2[nH]1 (stereo unspecified) | 1.0% | 41 | 24 | -1.7% | -7% | i | -6.0% | 6.1% | 1.1% | 14%
CC1CCN(C(=O)Cn2nnc(-c3ccc([N+](=O)[O-])cc3)n2)CC1 | 0.4% | / | / | / | -3% | / | / | 0.4% | -0.9% | 8% | Dengue-2 NS5 capping pilot replicate=3.0
CC(C)N1CCc2[nH]c(=S)[nH]c(=O)c2C1 | 1.1%[50 µM] | 1 | 7 | -2.7% | 1% | i | -5.8% | 0.7% | -0.4% | 19%

The last 5 entries of the part before lead into the next.
SMILES | K1F lysis inhibition | WT yeast gro inh | WT yeast gro inh mutant strain | ER stress rescue | Dengue-2 NS5 capping | Yfh1-depleted yeast | XIAP antagonists | RSV antiviral HEp-2 | West Nile virus CPE | Large T inhibition | others
O=C(O)CCc1ccc(-c2ccc(F)cc2)n1Cc1ccco1 | -0.1% | 63* | 3.6* | -0.6% | 1% | i | -7.9% | -0.8% | 0.1% | 13%
Cn1c2ccccc2c2cc(/C=N/NC(=O)c3ccccc3F)ccc21 | -0.2%[50 µM] | / | / | / | 11% | / | / | -0.7% | -0.8% | -6%
N#CC(C(=O)C12CC3CC(CC(C3)C1)C2)c1nc2ccccc2[nH]1 (stereo unspecified) | 1.0% | 41 | 24 | -1.7% | -7% | i | -6.0% | 6.1% | 1.1% | 14%
CC1CCN(C(=O)Cn2nnc(-c3ccc([N+](=O)[O-])cc3)n2)CC1 | 0.4% | / | / | / | -3% | / | / | 0.4% | -0.9% | 8% | Dengue-2 NS5 capping pilot replicate=3.0
CC(C)N1CCc2[nH]c(=S)[nH]c(=O)c2C1 | 1.1%[50 µM] | 1 | 7 | -2.7% | 1% | i | -5.8% | 0.7% | -0.4% | 19%
CC/C=C\[C@H](O)[C@H](O)C1=C(C)C(=O)[C@]2(O1)C(=O)N[C@@](OC)(C(=O)c1ccccc1)C2O (stereo partly specified) | 5.8% | 6 | -1 | -2.2% | -4% | i | -2.5% | 3.1% | -0.2% | 14%
O=C(NC1CCCCC1)n1c(=O)oc2ccccc21 | 0.4% | -11 | -6 | -1.8% | -2% | i | -1.2% | -0.6% | 0.2% | 6% | Dengue-2 NS5 capping pilot replicate=0.3
COc1cccc(C(=O)NC(=S)Nn2cnnc2)c1OC | 2.4% | -8 | 12 | -2.3% | 1% | i | 0.6% | 1.8% | 0.0% | 9%
CN(CCCNC(=O)COc1cc(=O)n(C)c2ccccc12)Cc1ccccc1 | 0.1% | -10 | -6 | 0.7% | -3% | i | 0.9% | -1.4% | -0.3% | 0%
O=C(O)c1ccc(Nc2ncc([N+](=O)[O-])cc2[N+](=O)[O-])cc1 | / | -10 | -14 | -0.4% | / | i | -3.7% | -0.4% | 0.3% | 4%
CCOC(=O)Cn1c(=O)cc(C)c2ccccc21 | -1.4% | 4 | 2 | -1.2% | -6% | i | -0.1% | 10% | 0.1% | 0%
CCN1C(=O)/C(=C/N(C(C)=O)c2ccccc2)N(c2ccccc2)C1=S | -1.4% | 16 | 6 | 4.2% | -18% | i | -17% | 3.2% | 1.1% | 13%
CCOc1ccccc1N1C(=O)CN(Cc2ccc(OC)c(OC)c2)C1=S | 2.0% | / | / | / | -3% | / | / | 0.4% | -0.8% | -1%
CC(=O)Oc1ccc(C(=O)Nc2cccc(-c3nnc(-c4ccco4)o3)c2)cc1 | 0.4% | / | / | / | -10% | i | / | / | 0.9% | 8%
NC(=O)c1c(NC(=O)CSc2nnc(-c3ccco3)n2N)sc2c1CCCC2 | 0.1% | 0 | 8 | -1.3% | 1% | i | -4.6% | 4.8% | -0.2% | 11%
CCCCN(C(=O)c1c(C)noc1C)c1c(N)n(CCCC)c(=O)[nH]c1=O | 0.4%[50 µM] | / | / | / | 8% | / | / | 0.7% | / | 3%
C/C(CC(O)c1ccc2ccccc2n1)=N/O (stereo unspecified) | 0.6% | 4 | 6 | 0.5% | -5% | i | -4.4% | -0.1% | 0.8% | 9%
Cc1cccc(-c2nc3ccc(C(=O)NCCN4CCN(C)CC4)cc3nc2-c2cccc(C)c2)c1 | 0.0% | / | / | / | -5% | / | / | -3.0% | -0.5% | 16%
Cc1ccc(/C=C/C(=O)Nc2ccccc2C(N)=O)cc1 | -0.7% | 21 | 2 | -2.4% | 2% | i | -1.3% | 0.1% | -1.4% | 8%
COc1ccc(CO[C@@H]2O[C@H](CO)[C@@H](O)[C@H](O)[C@H]2NC(C)=O)cc1OC | 1.1%[50 µM] | / | / | / | -3% | / | / | 1.1% | 0.0% | -2%
Cc1nc(N)nc(N)c1CCCc1ccc(Cl)c(Cl)c1 | 6.3% | / | / | / | -4% | / | / | ? | / | 9%
O=C(NC(=S)NC1CC1)c1cccnc1 | -0.4% | -2 | 3 | -0.4% | 3% | i | / | 0.3% | 0.6% | 6%
CCCc1nc2sc3c(c2c(=O)n1NC(=O)CCCl)CCCC3 | -0.8% | -10 | -14 | -0.3% | -3% | / | -4.2% | 6.0% | / | 9%
Cc1sc(NC(=O)c2ccco2)c(C(c2cccnc2)N2CCN(CCO)CC2)c1C (stereo unspecified) | 0.5% | -7 | 11 | 1.5% | -3% | i | -1.2% | 0.9% | -0.9% | 10%
Cc1cc(C)n(-c2ncnc3sc(C)c(C)c23)n1 | -0.4% | 19 | -2 | -2.6% | -2% | i | -11% | -0.8% | 0.2% | 5%
CCCCOC(=O)CSC1=C(C#N)C(c2cccnc2)C(C(=O)OCC)=C(c2ccccc2)N1 (stereo unspecified) | -1.4% | 57 | 14 | 3.2% | -10% | i | -2.2% | 1.5% | -1.2% | -7%
COc1ccccc1Oc1ccc(S(=O)(=O)N2CCCC2)cc1 | -0.7% | 5 | 9 | -1.9% | -1% | i | -3.6% | 4.9% | -1.3% | 3%
NC(=O)C1CCN(c2nnnn2-c2ccccc2)CC1 | -0.9%[50 µM] | -17 | -32 | -1.5% | -8% | i | -1.8% | 1.2% | 0.0% | 1%
O=C(Cn1nnc(-c2ccccc2)n1)NC1CCS(=O)(=O)C1 (stereo unspecified) | 0.9%[50 µM] | / | / | / | -2% | / | / | -1.8% | / | 17%
COc1ccc(N(CC(=O)N/N=C/c2cc3ccc(OC)cc3nc2Cl)S(=O)(=O)c2ccccc2)cc1 | / | -9 | -1 | -1.5% | / | i | -19% | 2.8% | -0.7% | 1%
Cc1ccc(CN2CCN(C(=O)c3ccco3)CC2)cc1 | 0.0% | -3 | -6 | 3.0% | -7% | i | -6.3% | 0.5% | 0.0% | 9%
Cc1ccccc1S(=O)(=O)NNC(=O)C(=O)NNc1ccccn1 | 1.0% | -3 | -5 | -4.5% | 13% | / | 0.1% | 1.1% | / | 5%
OC1C2(Cc3ccccc3)CN3CCN(C2)CC1(Cc1ccccc1)C3 (stereo unspecified) | 0.9% | -1 | 31 | -0.4% | -3% | i | -5.5% | 0.3% | -0.2% | 13%
Cc1nn2c(NCCOCCO)c3c(nc2c1-c1ccccc1)CCCC3 | 11% | 2 | -45 | 3.4% | -5% | i | 1.1% | 1.9% | 1.1% | 13%
CCOc1ccc(C(=O)Nc2ccncc2)cc1 | -1.3% | -15 | -7 | -0.6% | -5% | i | -3.0% | 9.9% | -0.9% | 2%
COc1ccc(C(=O)c2ccc(OC)c(Br)c2)cc1Br | -3.4% | 4 | 0 | -0.1% | -4% | i | -0.2% | -0.4% | -0.1% | -4%
